# aDG glyco up: increases alpha dystroglycan glycosylation; AID 624168; activation, % at 10 µM; 360,000 compounds, 0.22% hits; Pro5-aDG cells, alpha-DG glycosylation AlphaScreen (IIH6); 0% Pro5, 100% B10-LARGE cell signal;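 active = activation of at least 8% versus controls, or a plate z-score of at least 8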;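 also: Pro5 are CHO cells carrying HIG-tagged alpha-DG that lacks glycosylation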
# ABCB6 inh 2: human ABCB6 transporter inhibition | Q9NP58 | K562-ABCB6 porphyrin accumulation, flow cytometry, 1 h; hits give low values | fluorescence ratio to DMSO, % at 10 µM | 360,000 compounds, 0.19% hits;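 active = fluorescence ratio to DMSO below 75%, the collection mean minus 3 SD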;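 also: signal is porphyrin accumulated inside mitochondria; 100% equals median channel fluorescence of DMSO control wells; lower ratio means ABCB6 inhibition with less porphyrin fluorescence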
# N-glyco inh: N-linked glycosylation inhibition | AID 588692 | reporter increase, % at 12.5 µM | 360,000 compounds, 0.23% hits | D54 ERlucT glycosylation luciferase reporter, 24 h; percent of 100 nM tunicamycin response;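 active = mean luciferase reporter signal, scaled so untreated is 0 and the glycosylation-blocking control 100, at or above a set limit in every replicate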;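 also: luciferase carries N-glycosylation sites so blocking glycosylation raises the light; 0% = median of neutral control wells and 100% = median of 100 nM tunicamycin wells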
# NOD2-RIPK2 inh: inhibitors of human NOD2-RIPK2 interaction. inhibition, % at 4.98 µM. 360,000 compounds, 0.38% hits. O43353. CHO BLA complementation NOD2-RIPK2, CCF4 ratio; in the data active = inhibition above about 21%;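 also: 0% = vehicle only and 100% = reference blocker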
# MC4R barr agon: activates human MC4R beta-arrestin recruitment; P32245; U2OS MC4R beta-arrestin complementation, luminescence; percent of melanotan II response, DMSO zero; activation, % at 8.9 µM; 360,000 compounds, 0.98% hits; AID 540308;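 active = activation above a per-plate cutoff, the mean activation of sample wells on that plate plus 3 SD, cut at about 8% in these data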
# Exocytosis inh: blocks lytic granule exocytosis; TALL-104 LAMP-1 surface exposure, flow cytometry; cells stimulated with thapsigargin and PMA; inhibition, % at 10 µM; 360,000 compounds, 0.66% hits;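 active = inhibition above about 55%, limit read from the data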
# MC4R antagonist: antagonists of human melanocortin 4 receptor (MC4R); P32245; MC4R-expressing cells, MTII-stimulated cAMP, LANCE TR-FRET; inhibition, % at 6.5 µM; 360,000 compounds, 0.48% hits; AID 540295;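 active = inhibition above its plate's cutoff, the mean of tested wells on that plate plus 3 SD, cut at about 29% in these data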;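 also: 0% = Melanotan II alone and 100% = Melanotan II plus saturating MCL0020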
#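 Assay system: U2OS cells stably expressing human melanocortin 4 receptor (MC4R) / Dosing: 6.5 µM / Timing: compound 30 min, challenge 1 h, detection 1 h / Measured by: Eu-cAMP/anti-cAMP TR-FRET, emission 671 nm / Replicates: singlicate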
# TLR9-MyD88 inh: blocks human TLR9 binding to MyD88; Q9NR96+Q99836; CHO BLA complementation TLR9-MyD88, CCF4 FRET ratio; inhibition, % at 4.98 µM; 340,000 compounds, 0.21% hits; AID 504734;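 active = inhibition above the mean over all tested compounds plus 3 SD, cut at about 21% in these data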;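 also: 0% = DMSO only wells and 100% = clavulanate BLA inhibitor control wells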
# Vif imaging: HIV Vif inhibition | HEK293T cells, Vif self-association by quenched fluorescence, imaging, 24 h | inhibition, % at 7.49 µM | 340,000 compounds, 0.35% hits | AID 602346; in the data active = inhibition above about 50%, passing the limit was not always enough; also: some results filed as inactive read as strong as hits
# ABHD5 PLIN5 PPI: blocks binding of human ABHD5 to perilipin-5; Q00G26+Q8WTS1; Split G. princeps luciferase complementation, luminescence, 4 h; inhibition, % at 4 µM; 360,000 compounds, 0.78% hits;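 active = inhibition above the mean inhibition across every tested compound plus 3 SD, cut at about 22% in these data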;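 also: 0% = DMSO only wells and the 100% control is not disclosed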
# An asterisk follows results filed as active; . = no result given. The list is partial; the hit share may differ from the screen's.
SMILES,aDG glyco up,ABCB6 inh 2,N-glyco inh,NOD2-RIPK2 inh,MC4R barr agon,Exocytosis inh,MC4R antagonist,TLR9-MyD88 inh,Vif imaging,ABHD5 PLIN5 PPI
COc1cc(OC)c(/C=N/N2CCN(c3ccccc3OC)CC2)c(OC)c1,-0.2,205,1,10,-0.3,-6,-12,2,-4,-10
COc1cccc(CN2C(=O)c3ccccc3C2C(=O)NCC2CCCO2)c1 (configuration not stated),0.1,91,2,4,-1.4,-3,4,7,4,-1
COc1cc(CCC(=O)Nc2ccncc2Cl)cc(OC)c1OC,0.5,97,2,2,-1.0,-12,7,2,.,5
CCc1ccc(NCc2ccc(OC)c(Cn3ccnc3)c2)cc1,0.3,95,-1,0,0.9,58*,0,-7,-9,6
COc1ccc(OC)c(C2SCCN2S(C)(=O)=O)c1 (configuration not stated),-0.2,97,1,10,-0.6,-2,0,2,-4,-1
O=C1S/C(=C/c2ccccc2)C(=O)N1CC(O)Cn1c2ccccc2c2ccccc21 (configuration not stated),0.1,102,0,-3,2.5,-2,22,-10,1,8
CCOc1cc(C(=S)N2CCCC2)ccc1OC(=O)Cc1ccc(F)cc1,0.1,93,0,2,0.0,0,-3,3,-1,3
CCc1c(C)nc(SC)n(CC#N)c1=O,0.1,95,1,-10,0.3,-1,3,-8,13,3
O=c1oc(Cc2ccccc2)nc2ccccc12,0.0,91,1,-5,-1.6,-7,-2,6,3,-3
O=C(CCNS(=O)(=O)c1ccc(Cl)cc1)N1CCN(c2ncccn2)CC1,-0.1,101,2,3,-2.5,1,-1,1,2,4
O=C1CCCCN1CCCC(=O)N1CCCC(Nc2ccc(F)c(F)c2)C1 (configuration not stated),-0.4,109,1,-6,-0.7,1,-1,-1,-2,10
CC(=O)N1CCC(C(=O)N2c3ccccc3N=C(c3ccc4c(c3)OCO4)C2C(=O)Nc2c(C)cccc2C)CC1 (configuration not stated),0.0,.,.,7,.,-5,.,.,.,-8
CSc1ncc(Cl)c(C(=O)Nc2ccccc2Br)n1,0.1,98,2,5,6.3,6,1,2,-4,1
CC(=O)NC12CC3CC(C1)CC(C(=O)OCC(=O)c1ccc4c(c1)OCCO4)(C3)C2,0.3,98,-14,5,-2.6,3,4,1,17,-3
CCCCN1CC(=O)N2[C@H]3c4cc(C)ccc4OC[C@@H]3[C@H](c3ccccc3)[C@]2(C)C1=O,0.2,97,5,-2,0.4,-6,1,-5,-4,2
COC(=O)c1ccc(-c2noc(CN(Cc3ccncc3)CC3CCCO3)n2)cc1 (configuration not stated),0.6,87,1,-14,-3.0,-1,-5,12,2,2
CCOc1cccc(C(=O)NNC(=O)C2C3C=CC(C3)C2C(=O)O)c1 (configuration not stated),0.3,92,2,-5,-0.1,2,-8,-12,-1,1
CCOC(=O)C1=CN(Cc2cccc(-c3cccnc3)c2)S(=O)(=O)N(C)C1C (configuration not stated),0.3,100,-4,11,-2.0,-3,7,-1,-1,11
O=C(COC(=O)CNS(=O)(=O)c1ccc(F)c(F)c1F)NC1CCCC1,-0.2,96,1,-3,-0.9,-2,7,2,-7,-13
CCCc1cc(NCCCn2ccnc2)n2nc(C)c(-c3ccccc3)c2n1,1.3,98,8,-2,-0.8,31,3,-6,-5,0

# Three entries drawn at random from the list so far, as already listed:
SMILES,aDG glyco up,ABCB6 inh 2,N-glyco inh,NOD2-RIPK2 inh,MC4R barr agon,Exocytosis inh,MC4R antagonist,TLR9-MyD88 inh,Vif imaging,ABHD5 PLIN5 PPI
CCc1ccc(NCc2ccc(OC)c(Cn3ccnc3)c2)cc1,0.3,95,-1,0,0.9,58*,0,-7,-9,6
CC(=O)NC12CC3CC(C1)CC(C(=O)OCC(=O)c1ccc4c(c1)OCCO4)(C3)C2,0.3,98,-14,5,-2.6,3,4,1,17,-3
CCCCN1CC(=O)N2[C@H]3c4cc(C)ccc4OC[C@@H]3[C@H](c3ccccc3)[C@]2(C)C1=O,0.2,97,5,-2,0.4,-6,1,-5,-4,2

# Part of the list above, limited to MC4R barr agon, Vif imaging and NOD2-RIPK2 inh:
smiles | MC4R barr agon | Vif imaging | NOD2-RIPK2 inh
CC(=O)N1CCC(C(=O)N2c3ccccc3N=C(c3ccc4c(c3)OCO4)C2C(=O)Nc2c(C)cccc2C)CC1 (configuration not stated) | . | . | 7
CSc1ncc(Cl)c(C(=O)Nc2ccccc2Br)n1 | 6.3 | -4 | 5
CC(=O)NC12CC3CC(C1)CC(C(=O)OCC(=O)c1ccc4c(c1)OCCO4)(C3)C2 | -2.6 | 17 | 5
CCCCN1CC(=O)N2[C@H]3c4cc(C)ccc4OC[C@@H]3[C@H](c3ccccc3)[C@]2(C)C1=O | 0.4 | -4 | -2
COC(=O)c1ccc(-c2noc(CN(Cc3ccncc3)CC3CCCO3)n2)cc1 (configuration not stated) | -3.0 | 2 | -14
CCOc1cccc(C(=O)NNC(=O)C2C3C=CC(C3)C2C(=O)O)c1 (configuration not stated) | -0.1 | -1 | -5

# Continued:
SMILES,aDG glyco up,ABCB6 inh 2,N-glyco inh,NOD2-RIPK2 inh,MC4R barr agon,Exocytosis inh,MC4R antagonist,TLR9-MyD88 inh,Vif imaging,ABHD5 PLIN5 PPI
COc1ccc(NC(=O)COc2ccc(/C=N/n3c(C)nnc3C)cc2OC)cc1,-0.1,107,1,-8,0.7,-9,5,3,0,-9
CCc1ccc(-c2cc(C)no2)cc1S(=O)(=O)Nc1ccc(Cl)cn1,-0.1,93,1,4,-3.9,0,14,-2,-2,-2
CCOC(=O)C1=CCN(S(=O)(=O)c2ccc(F)cc2)C1c1cccc(C)c1 (configuration not stated),0.0,100,-1,-6,.,-2,.,.,.,-1
CCn1cc(C(=O)OCC(=O)Nc2ccccc2OC(F)F)c(=O)c2ccc(C)nc21,0.0,93,4,-9,-1.3,4,3,-2,-1,0
O=C(Nc1cccc(S(=O)(=O)NC2=NCCCCC2)c1)c1cc(-c2ccccc2)nc2ccccc12,-0.3,93,5,5,-2.5,1,-1,-2,2,1
Cc1cc(NC(=O)COc2ccc([N+](=O)[O-])cc2)no1,-0.2,96,-1,-16,0.1,2,0,-9,15,6
CCCCCCc1cc2cc(-c3nnc(-c4ccccc4O)o3)c(=O)oc2cc1O,-0.1,372,-11,-3,-1.5,9,7,2,1,8
CC(=O)N1N=C(c2ccc(C)o2)CC1c1ccc(F)cc1 (configuration not stated),-0.2,100,-1,-7,-1.0,0,-2,0,10,5
Cc1ccc(C)c(-n2cc(CNCCc3cnccn3)c(-c3ccccc3)n2)c1,0.1,97,1,-8,0.6,5,12,8,1,2
CN(CCCNC(=O)C1CCN(S(=O)(=O)N2CCC3(CC2)OCCO3)CC1)Cc1ccccc1,0.2,99,-1,2,-0.9,1,13,1,2,-4
O=[N+]([O-])c1ccc2cn(-c3ccccc3)nc2c1,-0.2,95,-2,-7,1.0,1,-5,12,7,-1
Cc1cc(C(=O)COC(=O)c2ccc(Cl)c(S(N)(=O)=O)c2)c(C)n1C1CC1,0.1,100,-6,-3,-2.6,2,16,5,0,-3
COc1cc(C(=O)N/N=C/c2ccc(OC(=O)N3CCOCC3)cc2)cc(OC)c1OC,-0.3,102,5,-3,-2.7,-3,-25,8,6,-3
C/C(=N/NC(=O)c1ccncc1)C1=C(O)CC(C)(C)CC1=O,0.0,171,2,-8,-1.7,1,18,14,-3,1
CCN(Cc1cc(=O)n2cc(Cl)c(C)c(Cl)c2n1)Cc1nc2ccccc2c(=O)[nH]1,-0.4,98,-1,-8,1.1,1,-1,3,-7,-1
CC(=O)N[C@@H]1[C@@H](O)[C@@H]2OC(c3ccccc3)OC[C@H]2O[C@@H]1N=[N+]=[N-] (some centres not stated),-0.2,101,5,2,1.5,4,8,1,7,6
Cc1cccc(CC(=O)N2CCCC2)c1,0.0,93,0,2,-0.6,0,2,0,-4,-3
COC(=O)C1C2CC(=O)C(C2)C1C(=O)OC (configuration not stated),0.2,97,1,1,-0.9,26,9,5,5,3
O=C(CSCc1ccc(Br)cc1)N1CCCC1,0.3,101,0,-14,-1.3,0,19,2,-7,2
COc1cc(Cl)c(C)cc1NC(=O)CCCn1c(=O)oc2ccccc21,-0.1,100,2,1,0.1,-5,10,-24,-1,9
C=CCNc1nc(C(=O)OCC)nc2ccccc12,-0.5,100,2,-12,-1.8,2,-3,0,.,1
CCN=C1S/C(=C\c2cc(Cl)c(OC)c(OC)c2)C(=O)N1CC,0.0,97,-1,-5,0.4,-8,-1,-7,-3,4
Cc1csc(C(C)NC(=O)c2ccc(OC3CCN(CCc4ccccc4)CC3)cc2)n1 (configuration not stated),0.0,99,-5,-2,-1.1,-1,11,-10,6,14
COc1ccc(CNC(=O)COC(=O)/C=C/c2cccs2)cc1,-0.2,100,-6,4,0.2,5,2,6,0,4
O=C(c1ccc(F)cc1)N1CCN(C2CC3CCC2C3)CC1 (configuration not stated),-0.3,77,1,-7,-1.5,0,-1,-6,0,3
CCOc1cc(C(=O)NCC(C)(C)CNC(=O)c2cc(OCC)c(OCC)c(OCC)c2)cc(OCC)c1OCC,0.1,103,-7,3,0.7,10,30*,.,-6,0
Nc1ncnc2c1ncn2[C@@H]1O[C@H](CNCc2cccn2-c2nccs2)[C@@H](O)[C@H]1O,2.7,99,2,-1,-1.4,5,-1,-5,0,-3
CCOC(=O)C1CCCN(C(=O)Cc2ccc(Cl)cc2)C1 (configuration not stated),0.4,98,0,-3,0.5,3,7,-2,.,-1
COc1cccc(NS(=O)(=O)c2csc(C(N)=O)c2)c1,0.0,94,0,-7,-0.8,0,-1,-3,-13,2
COc1ccc(-c2ccc(=O)n(CC(=O)NC3CCc4ccccc43)n2)cc1OC (configuration not stated),0.4,97,0,5,-1.6,7,2,7,9,0
O=C(COC(=O)/C=C/c1ccc(Cl)cc1Cl)Nc1cccc(S(=O)(=O)NC2=NCCC2)c1,0.3,99,-3,-9,0.0,6,4,-10,-7,-4
Cc1ccc(/C=C/C(=O)Nc2nnc(C)s2)o1,-0.1,99,1,6,1.0,-1,2,-46,-3,10
Cc1ccc(NC(=O)CCCn2nc(C)c3c(C)n(-c4ccccc4)nc3c2=O)cc1C,0.0,103,2,-2,-1.2,3,3,2,-3,-8
O=C(c1ccncc1)c1ccc(N2CCN(C3CC(=O)N(Cc4ccccc4)C3=O)CC2)cc1 (configuration not stated),1.5,89,-6,7,-1.0,3,12,-9,1,10
CS(=O)(=O)N(Cc1ccco1)CC(O)Cn1cc(C=O)c2ccccc21 (configuration not stated),0.0,102,0,-8,-1.1,1,7,6,-10,5

# From PubChem
